Bioassay records as filed in PubChem.
HKDC1 inhibitor = HKDC1 (human) hexokinase inhibition; Q2TB90; recombinant HKDC1, G6PDH/diaphorase resazurin coupled fluorescence; inhibition, % at 20 µM; actives 0.16% (n = 340,000); AID 493160;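 active means inhibition above about 35% when tested at 20 µM, limit read from the data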;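 further: plate controls were DMSO wells with enzyme for no effect and DMSO wells lacking enzyme for full effect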
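Material: recombinant HKDC1 hexokinase; Amount: HKDC1 at 5 µg/mL; Medium: Tris pH 8.0 buffer with MgCl2, Tween-20, BSA, BME; Schedule: 90 min reaction incubation at room temperature, dark; Technique: coupled resazurin fluorescence, excitation 525 nm, emission 613 nm.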
PfGluPho inh = PfG6PD (Plasmodium falciparum) enzyme inhibition; PfGluPho enzyme, NADPH resazurin-diaphorase fluorescence; inhibition, % at 20 µM; actives 0.78% (n = 350,000);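 active means inhibition reaching at least a set limit at 20 µM in the primary screen, cut at about 59% in these data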;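 further: 0% = DMSO wells with substrate and 100% = DMSO wells lacking glucose-6-phosphate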
SENP8 block-1 = inhibitors of human SENP8 protease | purified SENP8, Z-RLRGG-aminoluciferin cleavage, luminescence | actives 1.2% (n = 330,000) | AID 2540 | Q96LD8 | inhibition, % at 10 µM; in the data active means inhibition above about 50%
Target sequence (Q96LD8 whole entry, looked up): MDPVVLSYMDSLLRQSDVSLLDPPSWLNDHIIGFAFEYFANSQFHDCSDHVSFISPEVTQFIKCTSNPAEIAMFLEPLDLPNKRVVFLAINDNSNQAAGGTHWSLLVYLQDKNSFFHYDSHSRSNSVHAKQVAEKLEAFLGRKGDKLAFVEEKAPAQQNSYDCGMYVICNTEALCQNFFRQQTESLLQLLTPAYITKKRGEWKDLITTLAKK
SENP6 inh = blocks the human protease SENP6. Q9GZR1. Recombinant SENP6 catalytic domain, aminoluciferin luminescence. inhibition, % at 10 µM. actives 1.8% (n = 330,000). AID 2599;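 active means inhibition above about 50% at the single tested dose, limit read from the data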;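 further: plate controls were DMSO wells with enzyme for no effect and DMSO wells lacking enzyme for full effect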
SENP7 block = blocks the human protease SENP7. recombinant SENP7, Z-RLRGG-aminoluciferin luminescence, 40 min. inhibition, % at 5 µM. actives 1.5% (n = 330,000). AID 434973;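 active means inhibition above about 50% at the single test dose, limit read from the data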;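 further: plate controls were DMSO with enzyme for no effect and no enzyme buffer wells for full effect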
Target sequence (Q9BQF6 706-1050 limits assumed): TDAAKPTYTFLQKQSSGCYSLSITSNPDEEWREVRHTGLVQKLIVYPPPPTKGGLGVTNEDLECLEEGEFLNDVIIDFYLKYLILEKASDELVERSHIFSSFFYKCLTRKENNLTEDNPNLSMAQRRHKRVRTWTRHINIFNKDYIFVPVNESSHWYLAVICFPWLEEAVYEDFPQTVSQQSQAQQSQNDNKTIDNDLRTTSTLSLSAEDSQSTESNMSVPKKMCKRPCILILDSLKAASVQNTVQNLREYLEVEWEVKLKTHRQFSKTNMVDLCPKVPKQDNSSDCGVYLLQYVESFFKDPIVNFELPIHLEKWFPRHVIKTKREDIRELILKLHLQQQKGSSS
Apaf1 inhib = human Apaf-1 inhibition | O14727 | reconstituted apoptosome caspase-3 activity, DEVD-Rh110 fluorescence | inhibition, % at 20 µM | actives 0.71% (n = 330,000) | AID 489030; active means inhibition of at least 40% at 20 µM;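 further: plate controls were DMSO wells for no effect and DEVD-CHO caspase inhibitor wells for full effect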
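detection = Rh110 fluorescence intensity | test system = biochemical Apaf-1 apoptosome reconstitution | also added = cytochrome c and DEVD-Rh110 substrate | schedule = 30 min plus 50 min, RT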
SENP1 inh = blocks the human SENP1 SUMO protease catalytic domain; Q9P0U3; recombinant SENP1 catalytic domain, CyPet-SUMO1-YPet FRET cleavage; inhibition, % at 10 µM; actives 0.21% (n = 360,000); AID 624204;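 active means inhibition at least 30% at 10 µM, raw YFP signal under a set limit, fluorescence ratio 0.5 to 1.5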;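 further: 0% = enzyme with DMSO and 100% = no enzyme wells; some results filed as inactive read as strong as hits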
Target sequence (Q9P0U3 419-644 limits assumed): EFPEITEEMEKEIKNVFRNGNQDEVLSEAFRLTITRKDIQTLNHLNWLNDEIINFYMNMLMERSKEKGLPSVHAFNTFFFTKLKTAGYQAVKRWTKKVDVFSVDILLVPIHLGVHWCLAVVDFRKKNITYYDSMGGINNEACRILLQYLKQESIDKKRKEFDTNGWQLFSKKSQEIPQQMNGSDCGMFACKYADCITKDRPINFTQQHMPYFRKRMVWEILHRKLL
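Controls: no-enzyme wells low, DMSO-plus-enzyme wells high control. Test system: human recombinant His6-tagged SENP1 catalytic domain enzyme. Reagent: SFCypet-SUMO1-SFYpet FRET protein substrate, 25 nM final. Doses: one dose per compound, 10 µM, 0.5% DMSO. Detection: FRET, CFP and YFP emission. Timing: 50 min reaction at room temperature.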
SENP8 block-2 = blocks human SENP8 cleavage of Nedd8 substrate | recombinant SENP8, Nedd8 substrate fluorescence | inhibition, % at 20 µM | actives 0.64% (n = 360,000) | AID 602440; in the data active means inhibition mostly above about 40%, no sharp cut-off; inactive means mostly below about 27%
* marks the source's active call; other numbers are inactive results; i = inactive; nt = no result given. Compounds were not picked by outcome (roughly 3.6% active in at least one column).

SMILES	HKDC1 inhibitor	PfGluPho inh	SENP8 block-1	SENP6 inh	SENP7 block	Apaf1 inhib	SENP1 inh	SENP8 block-2
COc1ccc(C(=O)Nc2ccc3c(c2)nc(CCNC(C)=O)n3C)cc1	15	14	-2	-4	-4	-24	1	7
CC(C)(C)C(=O)Nc1sc2c(c1C#N)CCN(Cc1ccccc1)C2	-1	-5	1	-12	19	6	-29	-222
O=C(CCNC(=O)c1ccc(Br)cc1)Nc1cccc(S(=O)(=O)N2CCCCC2)c1	0	-3	2	-10	0	22	1	12
COc1cc(CN2CCC(C(=O)N3CCC(C)CC3)CC2)cc(Br)c1O	2	7	-4	3	-3	0	0	16
Cc1cc(C)n(Cc2ccc(NC(=O)c3c([N+](=O)[O-])c(C)nn3C)cc2)n1	19	-5	-2	-4	5	-11	1	24
O=C(NCCC(=O)N1CCN(c2ccccn2)CC1)c1ccc([N+](=O)[O-])cc1	0	12	-6	-8	-8	-7	1	5
CCN(C[C@H]1N[C@@](Cc2ccccc2)(C(=O)OC)[C@H]2C(=O)N(C)C(=O)[C@@H]12)C(=O)c1ccc(F)cc1	-3	19	-10	-19	1	-9	1	9
O=C(CC(c1ccccc1)c1ccccc1O)NCc1ccccc1Cl (stereo not drawn)	18	-16	1	-4	-4	13	0	22
COC(=O)c1c(C(=O)OC)c(C)n(Cc2ccco2)c1C	-4	-13	0	-15	6	-3	-3	18
Cc1cc(=O)[nH]c(-n2nc(C)c(Oc3ccccc3O)c2C)n1	-3	-27	5	9	12	-1	2	9
Cc1cc(NC(=O)CN2C(=O)NC3(CCCCC3C)C2=O)no1 (stereo not drawn)	-9	3	4	-10	6	-6	-2	4
CCCCOc1ccc(N=Cc2ccc[nH]2)cc1	2	0	-30	25	-1	-3	-1	20
Cc1ccc(CSc2nnc(Nc3ccc(C)cc3)s2)cc1	-2	13	-9	-4	-3	11	0	19
COc1ccc(/C=C2\SC(=O)N(CCNC(=O)CCS(=O)(=O)c3ccc(C)cc3)C2=O)cc1	-13	0	7	11	2	13	2	11
COc1cccc(CCC(=O)N2CCC(n3nccc3NC(=O)C3CCOC3)CC2)c1 (stereo not drawn)	-2	-16	-11	2	-9	9	-1	10
CCC(=O)Nc1ccc(S(=O)(=O)Nc2c(C)nc3nc[nH]n3c2=O)cc1	-4	-8	-3	5	-1	-3	2	3
CCCCOc1cccc(C(=O)N(Cc2cccs2)C2CCS(=O)(=O)C2)c1 (stereo not drawn)	-4	12	3	-5	1	17	0	25
COc1cc2c3c(c1OC)C1(C=CC(=NNC(N)=O)C=C1)CC3N(C(C)=O)CC2 (stereo not drawn)	-8	-7	1	5	-4	-12	1	3
COc1ccc(CCN2CC(C(=O)OCC(=O)NC(Cc3ccccc3)C(C)=O)CC2=O)cc1OC (stereo not drawn)	-4	-2	nt	nt	nt	nt	1	9
NS(=O)(=O)c1ccc(NC(=O)/C=C/c2ccc3c(c2)OCO3)cc1	-5	6	6	3	0	-3	0	-386
CCOC(=O)N1CCC(NC(=O)CCC(=O)N2CCOc3ccc(Cl)cc32)CC1	-4	6	-2	1	6	1	3	5
Cc1cc(C(=O)OCC(=O)Nc2ccc(F)c(F)c2)c(C)o1	-8	7	-5	-1	-11	5	0	13
CCOC(=O)CN(C)S(=O)(=O)c1ccc(-c2cc(C(=O)OC)sc2C(F)(F)F)cc1	0	1	-4	-7	-6	21	4	16
S=C(NCCc1ccc(Cl)cc1)NCc1ccco1	-9	3	1	4	-2	-154	-6	2

Pulled by compound from the entries so far, 7 records:
SMILES	HKDC1 inhibitor	PfGluPho inh	SENP8 block-1	SENP6 inh	SENP7 block	Apaf1 inhib	SENP1 inh	SENP8 block-2
CCCCOc1cccc(C(=O)N(Cc2cccs2)C2CCS(=O)(=O)C2)c1 (stereo not drawn)	-4	12	3	-5	1	17	0	25
COc1cc2c3c(c1OC)C1(C=CC(=NNC(N)=O)C=C1)CC3N(C(C)=O)CC2 (stereo not drawn)	-8	-7	1	5	-4	-12	1	3
Cc1cc(C(=O)OCC(=O)Nc2ccc(F)c(F)c2)c(C)o1	-8	7	-5	-1	-11	5	0	13
NS(=O)(=O)c1ccc(NC(=O)/C=C/c2ccc3c(c2)OCO3)cc1	-5	6	6	3	0	-3	0	-386
COc1cccc(CCC(=O)N2CCC(n3nccc3NC(=O)C3CCOC3)CC2)c1 (stereo not drawn)	-2	-16	-11	2	-9	9	-1	10
S=C(NCCc1ccc(Cl)cc1)NCc1ccco1	-9	3	1	4	-2	-154	-6	2
Cc1ccc(CSc2nnc(Nc3ccc(C)cc3)s2)cc1	-2	13	-9	-4	-3	11	0	19

Continued.
SMILES	HKDC1 inhibitor	PfGluPho inh	SENP8 block-1	SENP6 inh	SENP7 block	Apaf1 inhib	SENP1 inh	SENP8 block-2
COc1ccccc1OCCCCNCCO	-3	1	-2	-11	4	2	1	13
Cc1cc(C(=O)CSc2nc3ccccc3c(=O)n2C)c(C)n1Cc1ccc2c(c1)OCO2	-3	-7	-2	-20	3	19	1	2
COc1ccc(CC2(CO)CCN(Cc3nc(C(C)C)cs3)CC2)cc1	-7	-9	-1	-8	-1	13	2	6
C=CCOc1nc2c(c(=O)n(Cc3ccc(Cl)c(Cl)c3)c(=O)n2C)n1C	-4	-2	-4	6	1	11	2	24
CC(C)Cc1nc(Cl)c(C#N)c2c1CCC2	-4	-2	3	-24	-1	-20	-1	18
COc1cc(Cl)cc(/C=C/c2ccc3ccccc3n2)c1OC(C)=O	1	24	-1	0	14	18	1	-227
COc1cc([N+](=O)[O-])ccc1NC(=O)CCCOc1cccc(C)c1C	-2	10	-3	-10	-2	10	3	6
CSc1c(-c2ccccc2)nc2ccc(Cl)cc2c1C(=O)O	-2	-9	1	4	2	-1	3	19
CCOC(=O)/C=c1\s/c(=C\c2ccc(C#N)cc2)c(=O)n1CC(=O)NCc1ccco1	-15	13	-3	-11	-5	-5	-40	-328
O=C(OCc1nc2ccccc2s1)c1cccc(S(=O)(=O)N2CCOCC2)c1	1	-10	1	-1	11	9	-1	19
CC1CCCCN1C(=O)c1ccc(S(=O)(=O)N2CCCCC2C)cc1 (stereo not drawn)	-11	-7	-6	-38	-6	6	0	17
O=C(COC(=O)Cn1[nH]c(=O)c2ccccc2c1=O)Nc1ccc2c(c1)OCO2	-4	-3	4	-4	3	-14	0	15
O=S(c1ccccc1)C(c1ccccc1)c1ccccc1 (stereo not drawn)	-4	36	nt	nt	nt	nt	3	5
COc1ccc(NC(=O)N(C)C[C@H]2Oc3c(NS(=O)(=O)c4cccs4)cccc3C(=O)N([C@@H](C)CO)C[C@@H]2C)cc1	-4	4	-5	-18	3	1	1	10
CSc1ccc(C#N)cc1NC(=O)c1cccnc1Cl	0	1	-10	4	-10	9	-1	6
COc1ccc(C2CC(=O)Nc3sc(=N)c4c(N)c(C#N)c(N)nc4c32)cc1OC (stereo not drawn)	4	-14	-1	-9	3	8	-97	-163
COC(=O)C1CCN(C(=O)CN2C(=O)NC(CCc3ccccc3)C2=O)CC1 (stereo not drawn)	-6	-6	-1	-11	-8	-3	1	25
Nc1c(C(=O)c2ccc(Cl)cc2)oc2ccccc12	-5	-1	-7	-1	4	5	-42	-15
CN(C)CCOC(=O)c1sc2ccccc2c1Cl	-5	-10	3	-6	-5	-4	0	3
CCOc1ccc(NC(=O)CCSc2nc3c(c(CC)c2C#N)C(=O)CC(C)(C)C3)cc1	-5	-12	2	-15	3	24	-2	24
COc1cccc(CN2CC(C(=O)NC3CCCCCC3)CCC2=O)c1 (stereo not drawn)	-2	-1	-5	-13	4	4	1	7
CCOC(=O)CSc1nnc2n1C(C)(C)Cc1ccccc1-2	0	-119	-4	3	-3	-13	1	11
COc1ccccc1CC(=O)Nc1cc(Cl)ccc1O	8	10	7	-12	1	-5	1	-165
COc1ccccc1N1CCN(CC(=O)Nc2ccc(CN3CCCCC3)cc2)CC1	10	-7	2	1	5	-7	2	11
O=C(O)CCC(=O)N(Cc1ccco1)c1nc(-c2ccccc2)cs1	8	-27	-2	-11	6	19	-11	3
CCn1c(SCC(=O)NC(=O)NCc2ccco2)nc2sc(C)c(C)c2c1=O	5	4	2	21	6	8	3	14
Cc1nn(-c2ccccc2Cl)c(Cl)c1/C=N/Nc1nc2ccccc2s1	-14	0	5	34	81*	10	-4	-45
CCc1nc(Nc2ccc(OC)cc2OC)c2oc3ccccc3c2n1	1	-7	-11	-14	-11	11	0	-244
O=C(CN1C(=O)S/C(=C/c2ccc(N3CCOCC3)cc2)C1=O)N1CCOCC1	-5	-4	-6	0	2	9	-28	-30
CCO[C@H]1OC(C(=O)N2CCN(C)CC2)=C[C@@H](C)[C@@H]1CCCO	-8	8	1	-2	-1	0	2	12
O=C(CCN1C(=O)/C(=C/c2ccc(Cl)cc2)SC1=S)NCCCn1ccnc1	10	10	-13	3	-6	16	3	19
COC(=O)c1scc2c(=O)cc(C(F)(F)F)[nH]c12	2	-2	2	8	-4	-9	-29	i
O=C(c1nnc(Cc2ccc(Cl)cc2)o1)N1CCc2ccccc2C1	-1	-18	-3	-7	-3	15	2	23
CCN(C(=O)CSc1ncccn1)c1c(N)n(Cc2ccccc2)c(=O)[nH]c1=O	-3	10	-3	6	-11	-2	-8	-2
CCN(C(=O)COC(=O)c1cnccn1)c1cccc2ccccc12	-5	-2	3	7	4	-2	-3	11
Cc1ccc(S(=O)(=O)N2CCC(=O)N(C(COCc3cccc(C)c3)C(C)C)CC2)cc1 (stereo not drawn)	-1	17	-4	-13	15	24	4	19
COc1ccccc1C1=NN(C2=NN=C(N)Cc3ncnn32)C(O)(C(F)(F)F)C1 (stereo not drawn)	-12	-17	-5	4	3	-9	0	-377
CC1(C)CC(=O)C(C=NCCN2CCN(C(=O)CC3CCCC3)CC2)=C(O)C1	5	-15	nt	nt	nt	nt	-1	19
Cc1ccc(/C=C/C(=O)Nc2nc3ccccc3[nH]2)cc1	13	0	-12	4	18	-9	-1	-22
COC(=O)CC1C(=O)NC2CCCCC2N1C(=O)c1ccccc1 (stereo not drawn)	-8	5	1	-15	1	-4	1	22
CCOC(=O)c1c(C)n(C)c2ccc(OCC(O)CN3C(=O)c4ccccc4S3(=O)=O)cc12 (stereo not drawn)	1	2	0	-4	-3	-2	3	2
CCn1c(SCC(=O)Nc2nccc(C)n2)nc2ccccc21	-4	2	-6	-2	0	-3	-4	-12
O=C(O)CSc1nccn1-c1cccc(Cl)c1	-5	-16	-6	-22	-14	7	-2	17
O=C(NCCc1ccccc1)C1CCN(S(=O)(=O)c2ccc(-c3nn[nH]n3)cc2)CC1	3	-28	2	-5	-3	-8	0	19
COc1ccc(S(=O)(=O)N2CCN(C(=O)c3cccnc3)CC2)cc1OC	-4	4	12	-2	9	4	1	9
NC(=O)Cc1ccc(C(=O)c2ccc(Cl)cc2Cl)s1	-2	-15	1	3	-4	5	0	7
CC1CCN(CCCCOc2ccc(F)cc2)CC1	0	13	-3	-12	0	0	1	21
Cc1csc(N2CCc3ccccc32)n1	1	20	-11	-10	10	12	-1	6
O=C(O)c1c(F)c(F)cc2ccccc12	-5	-1	-8	-13	-18	2	1	15
